Compound activity deposited in PubChem by Fisher Drug Discovery Resource Center.
mcGAS MS inh: inhibitors of mouse cGAS | Q8C6L5 | recombinant mouse cGAS, cGAMP by RapidFire MS | inhibition, % at 12.5 µM | 0.18% of 130,000 active;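 active = inhibition of cGAS enzyme activity at or above 60%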;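 also: enzyme stimulated by 45 bp dsDNA with ATP and GTP substrates; cGAMP share of summed cGAMP plus half ATP and half GTP signals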
Target sequence (Q8C6L5 whole entry, looked up): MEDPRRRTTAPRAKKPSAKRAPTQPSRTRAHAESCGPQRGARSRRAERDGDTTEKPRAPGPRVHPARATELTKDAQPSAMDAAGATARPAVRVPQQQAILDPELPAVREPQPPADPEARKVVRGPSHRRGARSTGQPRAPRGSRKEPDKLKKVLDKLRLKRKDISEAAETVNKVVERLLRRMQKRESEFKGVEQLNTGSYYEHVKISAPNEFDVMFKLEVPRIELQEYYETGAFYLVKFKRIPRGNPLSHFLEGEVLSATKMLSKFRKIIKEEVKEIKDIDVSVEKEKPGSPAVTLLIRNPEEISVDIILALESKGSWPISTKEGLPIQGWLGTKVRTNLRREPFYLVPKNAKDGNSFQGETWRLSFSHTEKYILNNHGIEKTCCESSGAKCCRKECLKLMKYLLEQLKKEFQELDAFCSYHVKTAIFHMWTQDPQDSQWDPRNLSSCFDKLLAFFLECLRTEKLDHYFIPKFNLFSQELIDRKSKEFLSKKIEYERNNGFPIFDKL
* = called active by the depositor; & = joins results of further samples. This is a subset; the hit share may differ from the screen's.

structure,mcGAS MS inh
Cc1ccc(CN2CCN(CC#Cc3ccccc3)CC2CCO)o1 (configuration not stated),7.3
O=C(CSc1nc2c(c(=O)n1-c1ccccc1)SCC2)N1CCCC1,-7.5
O=C1CCC/C=C/CCCC1Sc1ccccc1 (configuration not stated),-7.3
COc1ccc(NC(=O)c2sc(=O)n(Cc3ccc(C)cc3)c2C)cc1OC,-3.0
Cc1ccc(C2=NN3C(C2)c2ccccc2OC3c2cccs2)o1 (configuration not stated),-3.2
CCC(C)Nc1nc(-c2ccc(Cl)cc2)cs1 (configuration not stated),-7.2
CCOc1ccc(NS(=O)(=O)C2CCCCC2O)cc1C (configuration not stated),-2.2
O=C(NCc1ccc(Cl)cc1)NCC1CN(c2ccc(Cl)cc2)C(=O)O1 (configuration not stated),3.2
COC(=O)NC1CCN(c2ccccc2C(=O)N2CCN(c3ccc(C)c(C)c3)CC2)CC1,-1.5
O=C(O)c1nn(-c2cccc(F)c2)c(=O)n(Cc2ccccc2Cl)c1=O,-9.0
CCOC(=O)c1nn(-c2ccccc2C)c(=O)cc1NCc1cccc(OC)c1,-9.7
COc1cc(-c2[nH]ncc2CN2CCC(C(O)c3cccs3)CC2)cc(OC)c1OC (configuration not stated),-2.0
CCNC(=O)N1CCCC1C(=O)Nc1ccccc1-c1ccc(OC)cc1 (configuration not stated),-7.8
ClC(Cl)(Cl)C1c2ccccc2Nc2ccccc21,-7.9
CC(=O)c1c(C)cc(C)c(CN2CCC3(CC2)CNC(=O)C3)c1C,-21.6

Further results
structure,mcGAS MS inh
Cc1cc(NC(=O)c2ccco2)sc1C(=O)NC(C)c1ccccc1Br (configuration not stated),9.2
CCc1ccc(CNC(=O)CS(=O)(=O)C(C)C(C)C)s1 (configuration not stated),48.4
COc1cccc(C(=O)Nn2cnc3c(cnn3-c3ccccc3)c2=O)c1,-5.6
Cn1cc(OCc2ccccc2)c(=O)cc1C(=O)NCc1ccncc1,-6.0
Cc1cc(N(C)Cc2ccsc2)nc(N2CCOCC2)n1,-15.6
CCOC1CC(O)C12CCN(C(C(=O)OC)c1ccc(Br)cc1)CC2 (configuration not stated),0.3
Cc1nn(C)c(C)c1CC(=O)Nc1ccc(N2CCCCCC2)cc1,-11.5
CC(C)c1cc(NC(=O)CCn2nc3ccccn3c2=O)n[nH]1,-11.3
Cn1c(=O)c2c(SCc3cccnc3)nc(-c3ccc(F)cc3)nc2n(C)c1=O,4.6
c1ccc2sc(COc3ccc4c(c3)OCO4)nc2c1,-7.9
Cc1ccc(NC(=O)C2(C)CCN2Cc2ccc3c(c2)OCCO3)cc1 (configuration not stated),-11.0
CCOC(=O)C1C(=O)CSC1=Nc1cccc([N+](=O)[O-])c1 (configuration not stated),-5.6
C=CCNC(=O)CN(c1ccc(C23CC4CC(CC(C4)C2)C3)cc1)S(C)(=O)=O,-8.9
COC(=O)CC(C)SCc1nc2cc(F)ccc2o1 (configuration not stated),-9.3
COc1ccccc1/C=C/C1=NC(=C\c2cc(Br)cs2)/C(=O)O1,-5.8

Going on with the list.
structure,mcGAS MS inh
COCCCNc1nc2nonc2nc1N(C)Cc1nc2c(s1)CCCC2,-1.7
O=C(c1ccc2oc(Cc3ccccc3)nc2c1)N1CCC(N2CCOCC2)CC1,-11.3
COC(CNC(=O)c1ccnc(C)n1)c1cccc(Cl)c1 (configuration not stated),1.7
COCCCn1c(C)c(C)n2c3c(=O)n(CCN4CCCCC4)c(=O)n(C)c3nc12,-12.0
Cc1ccc(-c2cn3cccnc3n2)cc1NC(=O)c1ccccc1C(F)(F)F,8.3
Cc1ccc(N2C(=O)N(CCOc3cccc(Br)c3)C(=O)C2C)cc1 (configuration not stated),3.0
Cc1ccccc1CN1C[C@@H]2C[C@@H](c3cc(CC(C)C)[nH]n3)N3CCC[C@@]23C1=O,3.8
Cc1ccccc1-n1nc(C(=O)NCC(C)N(C)C)c2c1CCC2 (configuration not stated),-8.4
Cn1c(C(=O)O)ccc1[N+](=O)[O-],1.3
FC(F)Oc1ccc(NC(=S)Nc2cc(Cl)c(Cl)cc2Cl)cc1,29.9
Cc1cc[n+](CC(=O)OC23CC4CC(CC(C4)C2)C3)cc1,-1.8
O=C(NC1CCOCC1)C1CCCN(C2CCN(Cc3cccnc3)CC2)C1 (configuration not stated),-3.7
O=C(c1ccc(CSc2ncn[nH]2)o1)N1CCC(Oc2cccnc2)CC1,-5.3
CC1CCC2(CC1)NC(=O)N(NC(=O)c1cnccn1)C2=O (configuration not stated),5.6
O=C(NC1CCc2ccccc2C1)N1CCC(N2CCCC2)C1 (configuration not stated),-16.0

Among those listed so far, these have a COOH group.
structure,mcGAS MS inh
O=C(O)c1nn(-c2cccc(F)c2)c(=O)n(Cc2ccccc2Cl)c1=O,-9.0
Cn1c(C(=O)O)ccc1[N+](=O)[O-],1.3

The list continues:
structure,mcGAS MS inh
COc1ccc2cc(C(=O)NCCc3nnc4n3CCCCC4)ccc2c1,-1.3
Cc1ccsc1[C@@H]1CCN(C(=O)c2coc3c2C(=O)CCC3)C[C@H]1O,-33.0
O=C(NCC1CCCN(C2CCSCC2)C1)c1cccs1 (configuration not stated),-7.4
O=C(Nc1ccc2c(c1)OCCO2)Nc1cccc2cccnc12,-2.0
CN(Cc1cccc(C#N)c1)C(=O)c1ccc2c(=O)[nH]c(=S)[nH]c2c1,-22.2
CC1CCN(CCOc2ccc(N)cc2)C1 (configuration not stated),1.9
CC1=CCC2([N+](=O)[O-])CN(CC(=O)O)CC1([N+](=O)[O-])C2 (configuration not stated),-6.4
Cc1cc(F)ccc1C(=O)N(Cc1ccsc1)CC1CCCO1 (configuration not stated),-8.1
O=C1CCCN1CCC1CCCCN1C(=O)Nc1cccc(Cl)c1Cl (configuration not stated),-12.0
CC(=O)c1c(C)[nH]c(C(=O)Nc2nccs2)c1C,-1.2
CC(=O)c1sc2ccccc2c1OC(=O)c1ccccc1,-6.7
Cc1nc(C)c(C(=O)N2CCN(S(=O)(=O)c3ccc(Br)s3)CC2)s1,-10.7
CCS(=O)(=O)c1ccc(NC(=O)COc2cccc3ccccc23)cc1,-0.3
S=C1NC2=C(CCC2)C2(CCCC2)N1,-1.6
CC(C)c1ccc(N2CCCC(n3cc(C(=O)NC4CCCC4)nn3)C2)nn1 (configuration not stated),-9.6

Other compounds follow.
structure,mcGAS MS inh
COC(=O)[C@@H]1C[C@@H](N(C)C)CN1CC1=Cc2cccc(OC)c2OC1,3.2
c1csc(C2=NNC(=NC3CCCCC3)SC2)c1,-6.8
COc1ccc(OCCNC(=O)COc2ccc(Cl)cc2)cc1,5.0
CN(C)c1ccc(NC(=O)NC2CC2c2ccccc2)cn1 (configuration not stated),-5.7
Fc1cccc(Cl)c1CNc1n[nH]c(NCc2c(F)cccc2Cl)n1,0.6
Cc1cc(NC(=O)CCS(C)(=O)=O)ncc1Br,0.7
CC(C)NC(=O)[C@@H]1C[C@H](N)CN1Cc1ccnn1-c1ccccc1,-2.2
CCN(Cc1ccc(Cl)cc1)C(=O)[C@@H]1C[C@H]1c1ccccc1,-19.3
CNc1cncc(-c2ccc(F)cc2)n1,-0.9
CC(C)(C)OC(=O)N1CCCCC1CNc1nc2ccccc2o1 (configuration not stated),-14.1
NS(=O)(=O)c1cc([N+](=O)[O-])ccc1Cl,-2.7
O=C(CSc1nnc(C2CC2)n1C1CC1)NCc1ccco1,-4.5
CC1(C(=O)NS(=O)(=O)c2cccc(F)c2)CCN1C(=O)CCC1CCCC1 (configuration not stated),-7.7
COc1cc(NS(=O)(=O)c2cc(C(=O)O)cc(Br)c2C)cc(OC)c1,3.8
N#Cc1ccc(-c2csc(NC3CCCCC3)n2)cc1,-0.9

Quoted from the listing.
Fc1cccc(Cl)c1CNc1n[nH]c(NCc2c(F)cccc2Cl)n1 in mcGAS MS inh: 0.6
c1csc(C2=NNC(=NC3CCCCC3)SC2)c1 in mcGAS MS inh: -6.8

The list goes on.
structure,mcGAS MS inh
C[C@H]1O[C@H](O[C@H]2[C@H](O)[C@@H](O)[C@@H](O[C@H]3[C@H](O)[C@@H](O)C(O)O[C@@H]3CO)O[C@@H]2CO)[C@H](O)[C@@H](O)[C@@H]1N[C@H]1C=C(CO)[C@@H](O)[C@H](O)[C@H]1O (some centres not stated),-6.0&0.6
Cc1nc(CCC(=O)N2CCC(CC(C)C)C2)n[nH]1 (configuration not stated),-7.6&-6.5
CC(CCc1ccccc1)NC(=O)C(C)N1C(=O)CS/C1=C\C(=O)C(C)(C)C (configuration not stated),-2.4
CC(=O)Oc1ccc(CN2C(=O)C(Cc3cccc(F)c3)ON=C2C)cc1 (configuration not stated),-4.7
OCC1(Cc2ccc(F)cc2F)CCCNC1 (configuration not stated),-19.8
c1cc(CN2CCCN(C3CCC4(CCNCC4)CC3)CC2)ccn1,0.6
Cc1ccc(NC2=C(Cl)C(=O)N(CC(C)C)C2=O)cc1,-1.7
CCC(C(=O)Nc1ccc(C)cc1C)n1nnc(-c2ccc(Cl)cc2)n1 (configuration not stated),-0.5
Cn1nc(C(=O)OCC(=O)Nc2cccc(C(F)(F)F)c2)c2ccccc2c1=O,-4.6
COc1cccc(Nc2ncc3c(n2)CCN(C(=O)c2ccc4nc[nH]c4c2)C3)c1,-6.1
Cc1cccc(Cl)c1NC(=O)N1CCN(CC(C)C)C(=O)C1C (configuration not stated),-8.2
COC(=O)Nc1ccc(OCc2nc(C)c(C)s2)cc1,-11.4
CC(SC1CCCC1)C(=O)Nc1ccc2c(c1)OCO2 (configuration not stated),15.6
S=P(C1=C(N2CCOCC2)C(=Cc2ccccc2)CC1)(c1ccccc1)N1CCOCC1 (configuration not stated),-9.2
Cc1ccccc1-n1ncc2c(C3CC3)nn(CC(=O)Nc3cccc(Cl)c3)c(=O)c21,-5.7

Among those listed so far, 5 contain an aryl thioether with sulfur outside any ring.
structure,mcGAS MS inh
O=C(CSc1nc2c(c(=O)n1-c1ccccc1)SCC2)N1CCCC1,-7.5
O=C1CCC/C=C/CCCC1Sc1ccccc1 (configuration not stated),-7.3
Cn1c(=O)c2c(SCc3cccnc3)nc(-c3ccc(F)cc3)nc2n(C)c1=O,4.6
O=C(c1ccc(CSc2ncn[nH]2)o1)N1CCC(Oc2cccnc2)CC1,-5.3
O=C(CSc1nnc(C2CC2)n1C1CC1)NCc1ccco1,-4.5

Next section
structure,mcGAS MS inh
COc1ccc(-c2nnc(SCC(=O)c3cc(F)ccc3F)o2)cc1OC,-4.1
Cc1ccc(-c2nc(Cn3nnc4ccccc4c3=O)cs2)cc1,1.8
COc1cc(C(=O)NCc2cccn2C)cc(Cl)c1OC,-7.9
COc1ccc(Cn2c(C)cc(O)c(C(c3ccncc3)N3CCN(C)CC3)c2=O)cc1 (configuration not stated),-5.4
Cn1nc(C(=O)Nc2cc(C(F)(F)F)ccc2NC2CCCCC2)ccc1=O,-0.5
O=C(O)c1nn(-c2ccc(Cl)cc2)c(=O)n(Cc2cccnc2)c1=O,0.4
CC(=O)OC1C(=O)O[C@@H]2[C@@H](OC(C)=O)[C@H](OC(C)=O)O[C@H]12 (some centres not stated),-4.4
CC(C)c1nc(CONC(=O)CCC2CCCCC2)no1,-10.1
O=C1NC2(CCCC2)C(=O)N1Cc1cc2c(cc1Br)OCCO2,-0.6&1.9
Cc1cc2nc(Oc3cccc4c3OC(C)(C)C4)c3ccccc3n2n1,-0.4
O=C(NCc1cn[nH]n1)Nc1cccc(OC(F)F)c1,4.2
O=C1[C@@H]2C[C@H](O)CCN2C(=O)CN1CCc1ccccn1,-10.9
C[C@H](C(=O)NCCCN1CCOCC1)N1Cc2ccc(N3CCOCC3)nc2C1=O,4.2
COc1cccc(C(=O)N(CC(C)(C)C)CC(F)(F)F)n1,2.5
CN(CCCn1ccnc1)C(=O)C1CCN(C(=O)OC(C)(C)C)CC1,-11.4

Going on with the list.
structure,mcGAS MS inh
CCCn1nnnc1NCc1cccn1C,-6.3
NS(=O)(=O)c1cccc(S(=O)(=O)NCCc2cccc(F)c2)c1,-4.3
COc1ccc(-n2ccc3c(cnc4nc(C)nn43)c2=O)c(OC)c1,-9.3
O=C(NNc1cccc(Cl)n1)c1ccc(Cl)nc1,-6.0
COc1ccc(CNC(=O)c2cn(Cc3ccccn3)c(=O)s2)cc1OC,-7.2
CCOc1ncccc1C(=O)N1CCC(c2ccc(O)cc2)CC1,-2.0
OC(c1cccnc1)c1nc(-c2cccc(F)c2)cs1 (configuration not stated),5.4
NC1(CNC(=O)c2ccsc2)CCCCCC1,-10.8
CN(C)c1ncccc1CNC(=O)Cc1cn(C)c2ccccc12,-45.9
O=C(c1ccc(=O)[nH]c1)N(CCc1ccccc1)C1CCOC1 (configuration not stated),-24.1
O=C(CCc1ccc2c(c1)OCO2)N1CCC2(CC1)C(=O)NCN2c1ccccc1,6.3
CC(=O)N1CCC(Oc2ccc(Cl)cc2C(=O)N2CCCC2c2nccs2)CC1 (configuration not stated),7.1
CN1CCN(c2cc(OCCNC(=O)Nc3ccc(OC(F)(F)F)cc3)ncn2)CC1,-0.2
CCc1cc(C(C)NC(=O)c2cn(CC)nc2C)on1 (configuration not stated),-32.7
Cc1cc(C)c(CN2CCCN(C(=O)C3CCC3)CC2)cc1C,26.8

(cont.)
structure,mcGAS MS inh
COCC(O)CNC(=O)CSc1ccccc1C (configuration not stated),4.5
O=C(O)C1(c2ccc(Cl)c(Cl)c2)CCC1,-1.8
CCCc1cccc(C)c1O,-5.6
Cc1nc(CNC(C)(C)c2ccc(Cl)cc2)cs1,-7.3
CC(=O)NC1CCCN(c2ncnc3ccc(F)cc23)C1 (configuration not stated),-11.2
